Source: PubChem (several laboratories)
eLon inh: inhibitors of E. coli Lon protease, primary screen, biochemical, fluorescence polarization; purified E. coli Lon protease; P0A9M0; AID 602123, 2011; 360,000 tested, 0.42% active; inhibition, % at 7.94 µM; in the data active = inhibition above about 13%, passing the limit was not always enough;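 also: 0% = enzyme with probe and DMSO and 100% = no enzyme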
LMPTP block: LMPTP phosphatase inhibitors, primary screen, biochemical, fluorescence intensity, uHTS; Low molecular weight phosphotyrosine protein phosphatase (Homo sapiens), P24666; recombinant LMPTP-A, OMFP fluorogenic substrate; inhibition, % at 20 µM; 360,000 tested, 0.22% active;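 active = compounds that cut the enzyme signal by at least half of the control window in the single-dose screen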;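 also: plate controls were DMSO wells with enzyme plus substrate for no effect and substrate without enzyme for full effect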
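Material: LMPTP-A; amount: 0.625 nM enzyme; doses: single 20 µM dose; times: reaction 50 min, room temperature, dark; technique: fluorescence intensity of OMFP turnover product; benchmarks: no-enzyme and uninhibited controls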
CendR NRP1 mod: modulators of CendR peptide binding to NRP-1, primary screen, biochemical, fluorescence polarization, uHTS; Neuropilin-1 (Homo sapiens), O14786; FAM-RPARPAR peptide binding to NRP-1; 360,000 tested, 0.85% active; AID 602438, 2012; inhibition, % at 25 µM;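 active = inhibition or corrected inhibition above about 18%, plus a signal ratio from 0.5 to 1.5, limit read from the data, passing the limit was not always enough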; also: strong numbers were not always called active
Target sequence (O14786 whole entry, looked up): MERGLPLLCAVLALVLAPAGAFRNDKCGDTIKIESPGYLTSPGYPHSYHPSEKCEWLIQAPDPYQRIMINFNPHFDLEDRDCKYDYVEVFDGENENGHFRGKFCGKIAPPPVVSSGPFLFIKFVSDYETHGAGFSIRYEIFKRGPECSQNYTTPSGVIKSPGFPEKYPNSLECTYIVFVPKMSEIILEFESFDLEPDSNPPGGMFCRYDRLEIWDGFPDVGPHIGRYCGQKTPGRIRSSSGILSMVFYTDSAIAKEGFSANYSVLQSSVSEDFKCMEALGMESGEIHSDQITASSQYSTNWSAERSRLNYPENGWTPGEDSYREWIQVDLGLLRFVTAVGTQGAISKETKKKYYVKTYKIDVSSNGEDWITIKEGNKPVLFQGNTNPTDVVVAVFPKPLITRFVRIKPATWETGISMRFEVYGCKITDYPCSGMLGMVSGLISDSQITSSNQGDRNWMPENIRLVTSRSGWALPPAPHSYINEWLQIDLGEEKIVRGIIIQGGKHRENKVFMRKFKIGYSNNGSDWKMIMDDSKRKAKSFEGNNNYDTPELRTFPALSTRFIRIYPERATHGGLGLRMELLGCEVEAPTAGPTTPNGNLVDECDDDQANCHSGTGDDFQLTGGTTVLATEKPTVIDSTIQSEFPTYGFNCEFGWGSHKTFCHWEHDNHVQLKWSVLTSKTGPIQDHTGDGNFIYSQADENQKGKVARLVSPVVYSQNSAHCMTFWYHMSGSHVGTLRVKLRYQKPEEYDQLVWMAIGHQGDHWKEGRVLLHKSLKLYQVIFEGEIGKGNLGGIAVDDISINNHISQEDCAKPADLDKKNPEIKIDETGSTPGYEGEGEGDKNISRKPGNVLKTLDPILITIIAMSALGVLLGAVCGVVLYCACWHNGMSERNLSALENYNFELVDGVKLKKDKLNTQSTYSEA
MsrA inhibitor: bovine MsrA enzyme inhibitors, primary screen, biochemical, absorbance, HTS | 360,000 tested, 0.75% active | purified bovine MsrA, absorbance read-out | inhibition, % at 15.5 µM | Methionine sulfoxide reductase A (Bos taurus) | AID 651718, 2012; in the data active = inhibition above about 4.5%;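 also: 0% = vehicle wells with enzyme and 100% = reference inhibitor wells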
SUMO1-SIM PPI: modulators of SUMO1 protein-protein interactions, primary screen, biochemical, uHTS | SUMO1 binding to a labelled peptide, TR-FRET, 1 h | inhibition, % at 20 µM | 360,000 tested, 0.33% active; in the data active = inhibition above about 37%
Target sequence (P63165 whole entry, looked up): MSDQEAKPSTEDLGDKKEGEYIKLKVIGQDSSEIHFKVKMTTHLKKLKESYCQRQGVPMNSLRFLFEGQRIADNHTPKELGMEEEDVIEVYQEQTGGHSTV
bovine MsrA act: bovine MsrA enzyme activators, primary screen, biochemical, absorbance, HTS. purified bovine MsrA, absorbance read-out. AID 602163, 2012. activation, % at 10.6 µM. 360,000 tested, 0.3% active. Methionine sulfoxide reductase A (Bos taurus); in the data active = activation above about 7.5%;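 also: 0% = vehicle and 100% = reference activator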
Scp-1 inhibitor: Scp-1 phosphatase inhibitors, primary screen, biochemical, colorimetric, uHTS | 340,000 tested, 0.88% active | AID 493091, 2011 | Recombinant Scp1, phosphopeptide, malachite green phosphate absorbance | inhibition, % at 20 µM | Carboxy-terminal domain RNA polymerase II polypeptide A small phosphatase 1 (Homo …;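 active = inhibition above about 50% at 20 µM, limit read from the data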;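 also: plate controls were DMSO wells with enzyme for no effect and wells lacking enzyme for full effect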
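Test system – truncated SCP-1 phosphatase (76-261aa) · Reagent – Phosphorylated 17-residue peptide substrate · Incubation – 45 min room-temperature reaction, 5 min colour, 30 min stabiliser · Detection – colorimetric phosphate reagent with accelerator and stabiliser, absorbance at 630 nm · Measure – % inhibition at 20 µM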
STEP inh: STEP phosphatase inhibitors, primary screen, biochemical, fluorescence intensity, uHTS; 360,000 tested, 0.25% active; recombinant STEP, OMFP fluorogenic substrate; inhibition, % at 20 µM;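 active = inhibition at 20 µM, scaled per plate between control wells, above about 37%, limit read from the data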;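 also: 0% = DMSO with enzyme and substrate and 100% = substrate only without enzyme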
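Test system: STEP tyrosine phosphatase / Reagent: OMFP at 25 µM / Doses: 20 µM, 1% DMSO / Read-out: percent inhibition scaled to no-enzyme and uninhibited-enzyme controls, plate-pattern corrected / Detection: FITC-channel fluorescence of OMFP product / Medium: Bis-Tris buffer pH 6.0, 2.5 mM DTT, 0.005% Tween 20 / Schedule: 20 min at room temperature, dark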
TbMetRS inhib: T. brucei MetRS inhibitors, primary screen, biochemical, luminescence; inhibition, % at 11.9 µM; methionyl-tRNA synthetase (Trypanosoma brucei brucei); purified T. brucei MetRS, ATP depletion, Kinase-Glo luminescence; 360,000 tested, 0.4% active;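 active = inhibition above a per-plate cutoff of the control wells' mean inhibition plus 3 SD, cut at about 5.5% in these data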;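 also: 0% = DMSO wells median and 100% = median of wells with control inhibitor compound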
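Assay system: T. brucei methionyl-tRNA synthetase, purified | Medium: HEPES buffer with MgCl2, KCl, DTT, spermine, BSA, pyrophosphatase | Compound: 11.9 µM single point | Incubation: 15 min enzyme-compound preincubation, 2 h reaction, 10 min detection, 25 °C | Measured by: Kinase-Glo luciferase luminescence reporting remaining unconsumed ATP | Measure: % inhibition normalized to control-well medians | Replication: Singlicate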
DNMT1 inh: human DNMT1 methyltransferase inhibitors, primary screen, biochemical, molecular beacon, fluorescence, HinP1I cleavage, uHTS. DNA (cytosine-5)-methyltransferase 1 (Homo sapiens), P26358. inhibition (reported as % activation of signal), % at 10 µM. 360,000 tested, 0.83% active; in the data active = inhibition above about 50%
* marks the source's active call; other numbers are inactive results; . = not tested or not shown.

SMILES	eLon inh	LMPTP block	CendR NRP1 mod	MsrA inhibitor	SUMO1-SIM PPI	bovine MsrA act	Scp-1 inhibitor	STEP inh	TbMetRS inhib	DNMT1 inh
CN(Cc1ccc(Cl)cc1)C(=O)COC(=O)CSc1ccc([N+](=O)[O-])cc1	0	1.3	-7	1.5	-28	0	-5	8	0.6	-6
COCCNC(=O)C(c1ccc(C)o1)N(C(=O)c1snc(C(N)=O)c1N)c1ccc(C)cc1 (stereo unspecified)	-2	-1.3	-25	2.2	4	3	-8	1	-0.5	0
COC(=O)C1(C)NC(c2cccc(C)c2)C2C(=O)N(c3ccc(F)cc3)C(=O)C21 (stereo unspecified)	-2	-1.0	3	-1.6	4	-1	-1	1	-1.3	-43
c1ccc(CNc2nc(N3CCOCC3)nc(N3CCOCC3)n2)cc1	-2	-3.1	1	-0.3	-2	-3	-1	0	-0.7	1
Cc1ccc2[nH]c(=O)c3cc(C(=O)N4CCN(C(=O)c5ccco5)CC4)sc3c2c1	-2	-0.5	-27	-0.6	-2	-6	0	0	-1.0	2
CCCCCCC1CC(=O)NC(=S)N1 (stereo unspecified)	6	-0.7	-5	-0.4	-2	-2	-8	3	-0.5	9
CC(=O)c1ccc(NC(=O)Cn2nc(C)c([N+](=O)[O-])c2C)cc1	-2	-1.3	2	0.8	6	-2	-3	0	1.0	-1
CCC(=O)Nc1ccc2c(c1)Cc1cc(NC(=O)CC)ccc1-2	-1	-0.9	-11	-0.1	7	0	-13	-1	0.1	-3
Cc1cc(Oc2ccc(C#N)cc2)nc(N2CCOCC2)n1	-7	-2.5	-7	0.3	-2	-7	0	-2	0.0	0
Cc1ccc(NCc2nnc(SCc3ccc(C#N)cc3)n2Cc2ccco2)c(C)c1	-12	-0.2	-1	-0.7	2	-7	11	6	-1.2	-5
COc1ccc(C2/C(=C(/O)c3ccc(C)cc3)C(=O)C(=O)N2c2ccccn2)cc1 (stereo unspecified)	-5	1.5	-9	1.0	-10	-1	-6	6	-0.2	0
O=C(c1n[nH]c2ccccc12)N1CCN(S(=O)(=O)c2ccc(Cl)cc2)CC1	-6	0.3	1	0.7	2	-1	-10	-1	-0.2	-8
Cc1cc(C)nc(N(C#N)Cc2ccccc2)n1	-5	-0.8	20	0.0	0	-12	-4	-4	-1.6	26
CNC(=O)c1sc2nc(-c3ccc(OC)cc3)cn2c1C	-5	0.4	-6	0.4	19	-2	-5	5	-0.1	1
Cc1cccc(N2C(=O)N3[C@H](c4ccc(F)cc4)[C@@H]4C(=O)N(C5CCCCC5)C(=O)[C@@H]4[C@]3(Cc3ccccc3)C2=O)c1	17	0.6	-18	0.1	-1	1	-11	1	-0.2	-10
S=c1nc2ccccc2c2nc(-c3ccccc3)[nH]n12	-8	3.7	-18	1.7	12	-1	8	0	-1.3	1
Cc1cc(C(=O)Nc2ccc(F)cc2C)cs1	-9	-1.2	10	-0.9	-6	-2	-8	0	0.7	0
CN(C)c1ccc(P(=O)(OC2CCCCC2)C(O)c2ccccn2)cc1 (stereo unspecified)	3	-1.4	-1	-0.1	-1	-4	-8	-3	-0.1	0
C=C(C)C1CC=C(C)/C(=N/NC(=S)Nc2ccccc2)C1 (stereo unspecified)	2	-0.6	2	2.4	3	-2	-6	1	0.5	0
CCOc1ccccc1CNC(c1ccccc1)c1ccccc1	0	0.1	18	0.2	5	-3	0	2	0.0	4
C=CCOc1ccc(/C=N/n2cncn2)cc1OC	-1	0.1	14	1.4	-7	-1	-11	1	0.0	0
COc1ccc([N+](=O)[O-])c(OC)c1C(=O)NC(=O)Nc1nc(C)nc(C)n1	7	0.1	-3	1.9	-8	-2	-7	-3	-0.2	0
O=C(c1ccc2ccccc2n1)N1CCN(c2ccccc2)CC1	-3	-0.4	-5	0.4	-1	-7	-1	2	-0.8	1
O=C(O)C1Cc2[nH]cnc2C(c2ccccc2O)N1 (stereo unspecified)	1	-0.9	9	-0.5	23	-4	1	1	0.2	0
O=C(Nc1ccc(C(=O)N2CCCc3ccccc32)cc1)c1cccs1	-4	0.0	-7	0.2	1	-5	-3	-1	-1.3	-3
O=C1CCCC2=C1C(c1ccc(Br)cc1)c1c([nH]c(=S)[nH]c1=O)N2 (stereo unspecified)	4	18	-1	3.1	13	5	0	1	1.4	-3
CC(=O)Nc1ccc(S(=O)(=O)NCCc2ccccn2)cc1	-25	-1.3	9	-0.4	-3	-3	-1	1	-0.8	2
Cc1ccc2nc3ccc(N4CCN(C)CC4)nn3c(=O)c2c1	-1	1.7	-10	1.5	-13	-6	-4	1	-1.1	0
COc1ccc(-c2nnc(NC(=O)c3ccc(S(=O)(=O)N(C)CC4CCCO4)cc3)o2)c(OC)c1 (stereo unspecified)	2	1.9	-10	1.4	14	-2	-10	5	-0.3	0
CCCC1C(c2ccco2)NC(c2ccco2)CC1(C)O (stereo unspecified)	-2	-1.8	-13	1.1	0	-3	0	0	-1.0	-2
CCn1c(O)c(C=C2N=c3ccccc3=N2)sc1=S	-12	0.4	-9	0.1	-1	0	-1	0	0.2	4
CSC1=NCCN1C(=O)c1ccc2c(c1)OCO2	-2	-2.2	-3	-0.6	-2	-10	-1	-3	-0.7	0
CC1CCN(C2=NC(=O)/C(=C/c3cccc(O)c3)S2)CC1	-8	0.9	-7	4.7*	-24	-2	-15	2	0.1	0
O=C(c1cc(C2CC2)nn1-c1ccccc1)N1CCN(Cc2ccccc2F)CC1	-3	0.6	-3	-0.9	6	5	-4	0	-0.2	0
Cc1onc(-c2ccccc2Cl)c1C(=O)Nc1nc2ccc(S(C)(=O)=O)cc2s1	-9	-0.6	-10	4.1	1	-6	-10	-5	-0.5	-1
O=C(N/N=C/c1ccc(F)cc1)c1ccc(OCc2ccccc2)cc1	-7	-1.5	-1	-0.7	1	-3	4	-1	-1.1	-2
COc1cc(/C(C)=N/NC(=O)c2cccc(S(=O)(=O)N3CCCC3)c2)cc(OC)c1OC	-3	-0.4	15	1.8	2	-3	9	1	-0.1	1
Cc1cc(C)cc(NC(=O)CN2C(=O)c3ccccc3C2=O)c1	-6	-0.3	4	0.1	1	0	-12	0	-0.7	6
Cc1ccccc1-n1c(SCC(=O)NCC2CCCO2)nc2c([nH]c3ccccc32)c1=O (stereo unspecified)	-8	-0.4	2	1.6	-6	-2	-2	-1	-0.5	-1
CCCCC(CC)COC1(c2ccccc2)OC(=O)c2ccccc21 (stereo unspecified)	-7	3.4	1	1.9	-2	-3	-8	2	-0.3	11
CC(C)OC(=O)Cn1nnc2c(cnn2-c2ccccc2)c1=O	-10	0.0	10	1.1	-18	-1	-3	-3	-0.3	1
Cc1nnc(SCC(=O)Nc2sccc2C(N)=O)s1	-17	6.4	2	-0.3	8	-4	3	-1	-0.5	1
O=C(C1=C[C@@H](c2ccc(Br)cc2)C[C@@H](OCc2ccc(CO)cc2)O1)N1CCOCC1	-2	2.1	-5	0.8	2	-3	-8	0	-0.2	-4
O=C(c1nc2ccccn2c1CN1CCCC(c2nc3ccccc3o2)C1)N1CCCC1 (stereo unspecified)	-5	0.8	10	0.8	-1	1	-29	-2	-0.7	3
CCOc1cccc(=O)c2c(C)n(Cc3ccco3)c(C)c12	7	11	-32	0.4	4	-5	7	6	0.7	81*
CCN(CC)c1ccc(C=Nc2cc(C)ccc2C)c(O)c1	-5	-0.2	-6	3.3	-4	-14	-5	0	-1.2	-5
CCC(SC1=NCCS1)C(=O)Nc1nnc(-c2ccccc2OC)s1 (stereo unspecified)	0	1.7	-11	1.9	1	-1	-9	-1	-0.1	4
CCOC(=O)c1c(N2CCCCC2)c2ccccc2[nH]c1=O	-1	1.9	-4	1.5	3	-2	1	1	0.4	3

The final 4 entries of the part before lead into the next.
SMILES	eLon inh	LMPTP block	CendR NRP1 mod	MsrA inhibitor	SUMO1-SIM PPI	bovine MsrA act	Scp-1 inhibitor	STEP inh	TbMetRS inhib	DNMT1 inh
CCOc1cccc(=O)c2c(C)n(Cc3ccco3)c(C)c12	7	11	-32	0.4	4	-5	7	6	0.7	81*
CCN(CC)c1ccc(C=Nc2cc(C)ccc2C)c(O)c1	-5	-0.2	-6	3.3	-4	-14	-5	0	-1.2	-5
CCC(SC1=NCCS1)C(=O)Nc1nnc(-c2ccccc2OC)s1 (stereo unspecified)	0	1.7	-11	1.9	1	-1	-9	-1	-0.1	4
CCOC(=O)c1c(N2CCCCC2)c2ccccc2[nH]c1=O	-1	1.9	-4	1.5	3	-2	1	1	0.4	3
C#CCSc1nnc(-c2sc(-c3ccccc3)nc2C)n1C	0	-0.2	1	0.6	-12	0	-2	11	-0.3	-2
COc1ccc(/C=N/NC(=O)CC#N)cc1Oc1nc(Cl)ncc1F	1	0.3	8	1.2	-3	1	2	2	-0.2	0
CCC(CC)NC(=O)c1cccc(Br)c1	8	-1.1	8	-0.7	-3	-8	1	-4	-0.7	0
Cc1ccc(NC(=O)CCC(=O)N/N=C/c2ccc([N+](=O)[O-])o2)cc1C	-11	-0.9	9	2.6	-11	1	16	5	0.3	8
COCCNc1ccc([N+](=O)[O-])cc1C(=O)Nc1cccc(C)n1	-1	-0.7	6	3.0	-29	-4	-5	-1	0.2	-2
CC(=O)Nc1ccc(S(=O)(=O)NCCC(=O)NCc2ccco2)cc1	-5	-0.4	3	1.3	-2	-1	.	-2	-0.1	2
CN(Cc1ccccc1)C(=O)c1[nH]cnc1C(=O)Nc1nccs1	-5	0.7	4	0.3	15	-1	-1	-2	-0.1	-1
O=C1COc2c1ccc(O)c2O	3	2.2	0	2.6	1	-11	8	3	-0.2	15
COc1ccccc1-n1ccnc(SCC(=O)NCCc2ccccc2)c1=O	5	-0.7	2	1.9	-18	-2	-6	1	-0.3	-1
